LYP inhibition: PTPN22 lymphoid phosphatase activity blockers – biochemical, fluorescence intensity, uHTS (AID 1779); one-dose inhibition, % at 11.5 µM; IC50 in µM for titrated hits; recombinant LYP phosphatase, fluorescence intensity; higher % means a stronger effect; 0.054% of 290,000 active; in the data active = inhibition above about 50%;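 also: plate controls were vehicle with enzyme for no effect and no enzyme for full effect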
RSV antiviral HEp-2: inhibition of RSV-induced cytopathic effect – HEp-2 cells, primary 10 µM value included (AID 2391). one-dose CPE inhibition, % at 10 µM; IC50 in µM for titrated hits. HEp-2 cells, RSV-induced CPE inhibition; higher % means a stronger effect. 0.13% of 310,000 active; in the data active = a potency from the dose series; inconclusive = CPE inhibition mostly from about 23% at the one dose, without a potency; inactive = the rest, 99 in 100 with CPE inhibition below about 21%; also: strong numbers were not always called active
Autophagy mod: alters autophagy in cells; AID 463193; MEF GFP-LC3 puncta imaging; test concentration mostly 10 µM; 0.98% of 190,000 active; calls only at 10 µM (by protocol);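 active = percentage of spot-positive cells more than 3 SD above its plate mean, without a fluorescence outlier flag or 80% toxicity; inconclusive = no clear call, values can overlap the other calls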;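 also: spot-positive cell cutoff set from DMSO-treated cells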
UTI89 phage lysis: inhibition of K1F phage lysis, E. coli UTI89, bacterial capsule biogenesis inhibitors, alamar blue (AID 488966) | E. coli UTI89 K1F phage lysis, alamar blue, 2 h; higher % means a stronger effect | 0.02% of 340,000 active | one-dose inhibition, % at 100 µM; IC50 in µM for titrated hits;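 active = phage lysis inhibition, versus mean bacterial control, above a set limit; inconclusive = no clear call, values can overlap the other calls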;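 also: capsule biogenesis inhibitors block K1F phage lysis so surviving cells raise fluorescence; higher fluorescence means more inhibition of phage lysis; actives were called in the ten point dose series up to 300 µM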
GPR35 antagonists: inhibition of zaprinast-stimulated GPR35 beta-arrestin translocation – imaging, U2OS, beta-arrestin-GFP, zaprinast agonist, primary screen (AID 2058). U2OS GPR35 beta-arrestin-GFP translocation imaging, zaprinast antagonism; higher % means a stronger effect. one-dose inhibition, % at 10 µM; IC50 in µM for titrated hits. 0.052% of 290,000 active;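 active = inhibition of at least 50% with at least 30 cells and total cytoplasm GFP at most 10,000,000; inconclusive = under 30 cells or total GFP of 10,000,000 plus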
NS5 inhibitors: flavivirus cap methylation enzyme inhibition – biochemical, confirmation dose response, primary screen (AID 588689); inhibition, % at 25 µM, or IC50 in µM where a hit was titrated; Dengue-2 NS5 methyltransferase capping enzyme assay, biochemical; higher % means a stronger effect; 0.3% of 340,000 active; in the data active = a potency from the dose series; inconclusive = inhibition above about 29% without an active follow-up result
WT yeast gro inh: growth inhibition of WT yeast, mitochondrial fusion screen; mitochondrial fusion phenotypic screen, WT strain; inhibition, % at 10 µM; 2.1% of 190,000 active; AID 1362; in the data active = inhibition above about 58%; tested in S. cerevisiae
AID2073: inhibitors of Mint1-CaV2.2 protein interaction, biochemical, HTRF (AID 2073) | HTRF protein-protein interaction, Mint1-CaV2.2; higher % means a stronger effect | 0.19% of 290,000 active | one-dose inhibition, % at 20 µM; IC50 in µM for titrated hits; in the data active = inhibition mostly above about 51%, no sharp cut-off; inconclusive = no clear call, values can overlap the other calls; inactive = mostly below about 53%; also: some results filed as inactive read as strong as hits
NTR1 agonist: agonists of NTR1, primary screen, imaging, U2OS cells, beta-arrestin-GFP, high content (AID 493036). P30989. NTR1-U2OS beta-arrestin-GFP spot imaging, agonist mode. activation, % at 20 µM. 0.17% of 330,000 active;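 active = activation at or above 40% of the spot to cytoplasm intensity ratio, with at least 20 cells analyzed; inconclusive = wells under 20 cells, flagged as cytotoxic or low count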;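 also: 0% = DMSO without peptide and 100% = 100 nM NTR1 peptide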
Target sequence (P30989 whole entry, looked up): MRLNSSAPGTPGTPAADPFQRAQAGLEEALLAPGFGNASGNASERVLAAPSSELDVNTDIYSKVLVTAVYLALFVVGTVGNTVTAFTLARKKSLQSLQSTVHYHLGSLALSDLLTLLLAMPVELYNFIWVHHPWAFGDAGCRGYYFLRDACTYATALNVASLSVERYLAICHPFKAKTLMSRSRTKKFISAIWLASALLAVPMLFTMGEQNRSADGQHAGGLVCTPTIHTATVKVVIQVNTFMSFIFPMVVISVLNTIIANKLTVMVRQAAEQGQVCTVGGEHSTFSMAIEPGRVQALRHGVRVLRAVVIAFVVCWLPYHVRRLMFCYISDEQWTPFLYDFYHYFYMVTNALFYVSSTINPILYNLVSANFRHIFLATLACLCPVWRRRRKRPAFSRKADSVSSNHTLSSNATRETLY
WT yeast gro inh mutant strain: recorded beside WT yeast gro inh, whose call it bears; inhibition, %; mitochondrial fusion phenotypic screen, mutant strain inhibition
Autophagy mod cell loss 18 h: further read-out of Autophagy mod, marked with its call; toxicity, %; measured here: cell loss, nuclei count;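 cell loss after 18 h compound exposure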
NTR1 agonist cell count 20 µM: further read-out of NTR1 agonist, marked with its call; cell count; measured here: cell count, cytotoxicity flag
NS5 inhibitors pilot replicate: further read-out of NS5 inhibitors, marked with its call; inhibition, %; measured here: pilot screen replicate inhibition
An asterisk follows results filed as active; i = inactive; ? = inconclusive; · = no result given; + = active, no number; [ ] = another dose, or the depositor's remark.

SMILES	LYP inhibition	RSV antiviral HEp-2	Autophagy mod	Autophagy mod cell loss 18 h	UTI89 phage lysis	GPR35 antagonists	NS5 inhibitors	WT yeast gro inh	WT yeast gro inh mutant strain	AID2073	NTR1 agonist	NTR1 agonist cell count 20 µM	others
CCOC(=O)c1c(=O)n(O)c2ccc(OC)cc2[n+]1[O-]	-6%	-0.9%	i	34	1.4%	8%	?	-8	-8	9%	-1.0	44
CCOC(=O)/C=c1\s/c(=C\c2ccc(C)cc2)c(=O)n1CC(=O)NCc1ccco1	1%	2.8%	i	0	-3.2%	-20%	8%	8	17	24%	2.4	33
COc1cccc(CNC(=O)CN(C)S(=O)(=O)c2ccc3c(c2)CC(C)N3C(C)=O)c1 (centres undefined)	-10%	2.4%	·	·	2.7%	8%	-1%	·	·	3%	-0.3	51
CCOc1ccccc1C(=O)NCC(=O)OCCOc1cccc(Cl)c1	-6%	0.6%	·	·	0.7%[50 µM]	-7%	-8%	·	·	4%	2.5	49
CN1C(=O)C(O)(c2sc(N)nc2-c2ccccc2)c2ccccc21 (centres undefined)	-3%	0.4%	i	36	-0.6%	-14%	-6%	18	2	-10%	0.9	74
CCC(C)Nc1nc(Cl)nc(N(C#N)CN2C(=O)c3ccccc3S2(=O)=O)n1 (centres undefined)	-3%	-0.9%	i	-5	-0.1%	-10%	-22%	-6	-20	-17%	11	77
CN(CC(=O)N1CCc2ccccc2C1)S(=O)(=O)c1ccc2c(c1)c(=O)n(C)c(=O)n2C	-2%	0.5%	i	9	-0.1%	5%	-1%	-2	-1	-2%	-1.6	76
O=C(COc1ccc2ccccc2c1)NCCn1ccc2ccccc21	3%	14%	i	8	5.4%	1%	-1%	42	40	-2%	7.0	58
O=C(CCCCC(=O)N1CCOCCOCCOCC1)OCc1ccccc1	-10%	1.1%	·	·	-0.2%	13%	6%	·	·	-8%	-0.6	56
C=CCOC(=O)C1=C(C)NC(SCC(=O)Nc2nccs2)=C(C#N)C1c1cccs1 (centres undefined)	2%	12%	i	4	0.0%	9%	3%	-5	-11	-12%	3.2	58

Random excerpt: five entries already listed.
SMILES	LYP inhibition	RSV antiviral HEp-2	Autophagy mod	Autophagy mod cell loss 18 h	UTI89 phage lysis	GPR35 antagonists	NS5 inhibitors	WT yeast gro inh	WT yeast gro inh mutant strain	AID2073	NTR1 agonist	NTR1 agonist cell count 20 µM	others
COc1cccc(CNC(=O)CN(C)S(=O)(=O)c2ccc3c(c2)CC(C)N3C(C)=O)c1 (centres undefined)	-10%	2.4%	·	·	2.7%	8%	-1%	·	·	3%	-0.3	51
CCOC(=O)/C=c1\s/c(=C\c2ccc(C)cc2)c(=O)n1CC(=O)NCc1ccco1	1%	2.8%	i	0	-3.2%	-20%	8%	8	17	24%	2.4	33
CCC(C)Nc1nc(Cl)nc(N(C#N)CN2C(=O)c3ccccc3S2(=O)=O)n1 (centres undefined)	-3%	-0.9%	i	-5	-0.1%	-10%	-22%	-6	-20	-17%	11	77
O=C(CCCCC(=O)N1CCOCCOCCOCC1)OCc1ccccc1	-10%	1.1%	·	·	-0.2%	13%	6%	·	·	-8%	-0.6	56
CCOC(=O)c1c(=O)n(O)c2ccc(OC)cc2[n+]1[O-]	-6%	-0.9%	i	34	1.4%	8%	?	-8	-8	9%	-1.0	44

The list goes on.
SMILES	LYP inhibition	RSV antiviral HEp-2	Autophagy mod	Autophagy mod cell loss 18 h	UTI89 phage lysis	GPR35 antagonists	NS5 inhibitors	WT yeast gro inh	WT yeast gro inh mutant strain	AID2073	NTR1 agonist	NTR1 agonist cell count 20 µM	others
Cc1ccc(NC(=O)CCCc2nc3ccccc3c(=O)[nH]2)c(Cl)c1	·	0.4%	·	·	1.0%[50 µM]	·	-3%	·	·	·	2.7	56
COc1ccc(CN2CC(C(=O)NCCCN3CCCCC3)CC2=O)cc1 (centres undefined)	-6%	2.1%	·	·	1.0%	-2%	-13%	·	·	6%	-1.5	56
c1ccc(-c2noc(CN3CCCC(OCc4ccccn4)C3)n2)cc1 (centres undefined)	-9%	5.2%	i	3	-0.4%[50 µM]	0%	5%	6	-2	8%	0.7	63
COc1ccc(C2=NOC3(CC(=O)N(c4ccc5ccccc5c4)C3=O)C2)c(OC)c1 (centres undefined)	-9%	1.0%	i	12	5.5%	12%	-3%	-7	-8	5%	1.7	44
C/C(=N\N=C(/N)SC1CC(=O)N(c2cccc(Cl)c2)C1=O)c1cccs1 (centres undefined)	-4%	38%	i	-20	3.2%	16%	-4%	94*	18*	0%	3.1	36
CC(C)Nc1ccc(Nc2ccnc3cc4ccccc4cc23)cc1	3%	-3.8%	·	·	-1.1%[50 µM]	14%	16%	·	·	-58%	51*	42*
COC(=O)c1ccc2nc(C)c(C)nc2c1	1%	-0.8%	i	3	0.2%	3%	-3%	-5	-10	0%	0.1	71	NS5 inhibitors pilot replicate=-2.6
COc1ccc2[nH]c3c(=O)n(/N=C/[C@H]4C(C)C=C(C)CC4C)c(=O)[nH]c3c2c1 (some centres undefined)	-11%	7.0%	i	-10	0.1%	1%	-12%	-20	-15	12%	2.9	75
COC(=O)C1=C(CSc2nc3c(cc2C#N)CN(C)CC3)OC(N)=C(C#N)C1c1ccccc1F (centres undefined)	-6%	-1.4%	i	-24	0.5%	4%	?	6	0	68%	3.8	109
O=C(NCc1ccccn1)C(=O)N/N=C/c1ccc2c(c1)OCO2	-4%	3.1%	i	0	-0.1%	-8%	2%	3	-7	3%	-0.6	35
O=C(O)c1ccc(Oc2cccc([N+](=O)[O-])c2)cc1C(=O)O	-6%	-0.3%	i	6	-0.1%	10%	-8%	-3	-12	13%	-2.1	81
Cc1cc(C)c(C)c(S(=O)(=O)Nc2ccc(C(=O)N3CCCC3)cc2)c1C	-3%	8.9%	·	·	1.4%[50 µM]	-5%	-1%	·	·	11%	-0.1	66
O=C(NCc1ccccn1)Nc1ccc(Cl)c(Cl)c1	-5%	4.6%	i	2	1.0%	-1%	-14%	4	-4	12%	-2.0	64
Cc1ccc(/C=C(\CCC(=O)O)c2nc3ccccc3s2)cc1[N+](=O)[O-]	3%	?	i	-2	-2.5%[50 µM]	-8%	14%	-39	-15	7%	4.0	82
O=C1CN(S(=O)(=O)c2ccccc2C(F)(F)F)CCN1	-2%	-2.1%	i	-1	0.2%	-2%	-2%	-19	3	-2%	-1.1	46
CCc1cc2ccc(C)c(C)c2nc1SCC(=O)Nc1cc(C)on1	-6%	1.7%	·	·	-0.4%	-12%	-2%	·	·	27%	1.1	52
COc1cccc(CN2CCN(C(=O)c3cccs3)CC2)c1OC	-3%	2.5%	i	13	1.4%	14%	5%	-15	-4	4%	1.0	38
O=C(c1ccc(N2CCNCC2)cc1)c1cccnc1	-5%	-0.9%	i	3	1.2%	-2%	3%	12	9	6%	0.1	77
Cc1ccc(CC(=O)N2CCN(C(=O)c3ccco3)CC2)cc1	-10%	1.2%	i	-4	0.2%	4%	-1%	7	0	-6%	-1.4	68
CN(C)Cc1c(O)ccc2c(-c3ccccc3)cc(=O)oc12	-4%	0.9%	i	4	-0.5%	7%	-4%	4	6	30%	-0.1	76
COc1ccc(O[C@@H]2O[C@H](COC(C)=O)[C@@H](OC(C)=O)[C@H](OC(C)=O)[C@H]2NC(C)=O)cc1	0%	1.3%	i	-1	3.3%	-9%	-4%	-2	-23	-9%	2.3	52
Cc1nn(-c2ccc(F)cc2)c(Cl)c1/C=N/NC(=O)c1ccc(O)cc1	5%	7.3%	i	-5	-0.2%	-9%	-17%	-2	9	10%	-0.4	42
Cc1csc(NC(=O)Cn2cnnn2)n1	-10%	0.9%	i	7	1.1%	-7%	6%	-6	-6	-4%	-0.2	51
NS(=O)(=O)c1ccc(NC(=S)Nc2ccc(Br)c(Cl)c2)cc1	-6%	?	i	-7	-2.2%	-14%	-10%	83*	54*	22%	0.2	65
CCCCNC(=O)/C(C#N)=c1\s/c(=C\c2ccccc2OC(F)F)c(=O)n1CCCOC	-5%	0.4%	+	-4.3*	0.5%	-2%	-5%	-4	6	19%	2.3	83
C=CCSc1nc(NC)c2sccc2n1	3%	2.2%	i	-7	-0.1%[50 µM]	-14%	·	8	-2	20%	-1.5	56
CC(=O)Nc1ccccc1NC(=O)COc1cccc2ccccc12	-6%	1.8%	·	·	0.9%[50 µM]	-2%	-3%	·	·	0%	2.0	43
CC1CCN(c2ccc(C(=O)O)cc2)CC1	-8%	1.7%	i	6	3.5%	-5%	-10%	27	25	26%	-2.1	44
COc1ccccc1NC(=S)NC1CC2CCC1C2 (centres undefined)	-5%	3.4%	·	·	0.2%	-2%	-10%	·	·	-11%	-0.8	48
CCOC(=O)C1=C(COC(=O)CSc2ccc(C)cc2)NC(=O)NC1C (centres undefined)	·	0.3%	·	·	0.3%[50 µM]	·	0%	·	·	·	-1.8	86
O=C1CCCCN1CCc1c[nH]c2ccccc12	-2%	1.0%	i	-6	2.1%	3%	6%	-24	-1	1%	-1.2	46

Five compounds out of the list, arranged by heavy-atom count, rising.
SMILES	LYP inhibition	RSV antiviral HEp-2	Autophagy mod	Autophagy mod cell loss 18 h	UTI89 phage lysis	GPR35 antagonists	NS5 inhibitors	WT yeast gro inh	WT yeast gro inh mutant strain	AID2073	NTR1 agonist	NTR1 agonist cell count 20 µM	others
Cc1csc(NC(=O)Cn2cnnn2)n1	-10%	0.9%	i	7	1.1%	-7%	6%	-6	-6	-4%	-0.2	51
CC1CCN(c2ccc(C(=O)O)cc2)CC1	-8%	1.7%	i	6	3.5%	-5%	-10%	27	25	26%	-2.1	44
CC(=O)Nc1ccccc1NC(=O)COc1cccc2ccccc12	-6%	1.8%	·	·	0.9%[50 µM]	-2%	-3%	·	·	0%	2.0	43
Cc1nn(-c2ccc(F)cc2)c(Cl)c1/C=N/NC(=O)c1ccc(O)cc1	5%	7.3%	i	-5	-0.2%	-9%	-17%	-2	9	10%	-0.4	42
CCCCNC(=O)/C(C#N)=c1\s/c(=C\c2ccccc2OC(F)F)c(=O)n1CCCOC	-5%	0.4%	+	-4.3*	0.5%	-2%	-5%	-4	6	19%	2.3	83

Compound activity from PubChem.
